From PubChem
E-sel inducer – E-selectin induction in HUVECs, primary screen, imaging, HUVEC, immunofluorescence imaging, single point; normalized: neutral wells 0, TNF-alpha wells 100; activation, % at 7.58 µM; 260,000 compounds, 0.37% hits;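 active = mean E-selectin-positive cell signal at least 10% of the positive control, reached in at least 60% of replicates, without over 20% cell loss; inconclusive = no rule given, readout overlaps actives, possibly toxicity-flagged; inactive = the rest, including those meeting only one limit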;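 also: in these data hits start at about 27%; measured in HUVEC primary endothelial cells; signal is the percent of cells scored E-selectin positive by PE staining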
Target sequence (P16581 whole entry, looked up): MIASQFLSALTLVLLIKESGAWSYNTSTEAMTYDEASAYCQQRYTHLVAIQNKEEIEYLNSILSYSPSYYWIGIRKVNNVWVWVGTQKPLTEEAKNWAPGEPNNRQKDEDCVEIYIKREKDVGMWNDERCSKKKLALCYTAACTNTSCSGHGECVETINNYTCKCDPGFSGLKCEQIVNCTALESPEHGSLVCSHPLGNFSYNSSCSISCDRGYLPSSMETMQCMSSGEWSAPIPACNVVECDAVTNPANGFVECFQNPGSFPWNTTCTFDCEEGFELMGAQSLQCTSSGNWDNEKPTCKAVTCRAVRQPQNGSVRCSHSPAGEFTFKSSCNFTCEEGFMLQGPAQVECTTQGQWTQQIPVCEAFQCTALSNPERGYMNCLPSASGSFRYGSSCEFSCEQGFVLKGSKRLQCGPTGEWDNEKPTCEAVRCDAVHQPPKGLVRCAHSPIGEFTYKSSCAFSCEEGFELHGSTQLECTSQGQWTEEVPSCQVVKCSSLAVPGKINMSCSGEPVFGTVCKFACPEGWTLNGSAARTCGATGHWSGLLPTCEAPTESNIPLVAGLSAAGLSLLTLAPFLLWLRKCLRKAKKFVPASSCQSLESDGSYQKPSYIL
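material = human umbilical vein endothelial cells (HUVEC), E-selectin induction | quantity = 3,000 cells/well | medium = EGM-2 growth medium on 0.1% gelatin-coated wells | technique = immunofluorescence imaging | read-out basis = % PE-positive cells | control set = TNF-alpha positive control, DMSO neutral control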
esBAF inh – Bmi1 luciferase reporter increase in mESCs, primary screen, esBAF inhibitor project, mouse ES cells, Bmi1 luciferase knock-in, single point | AID 602393, 2012 | 24 h; 100% = twice the neutral-well signal | reporter increase, % at 12.5 µM | 350,000 compounds, 2% hits; in the data active = activation above about 40%; inconclusive = no clear call, values can overlap the other calls;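 also: 0% = median of the plate's neutral control wells and 100% = double that signal; a rise in the Bmi1 reporter signal indicates esBAF inhibition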
Xi reactivation – activators of inactive X chromosome reactivation, primary screen, imaging, XiGFP fibroblasts, GFP high-content imaging, set 2 | XiGFP mouse fibroblasts, % GFP-positive cells imaging, 3 d; cells co-treated with 5-aza-dC sensitizer; scaled so ellipticine positive control = 100% | activation, % at 7.58 µM | 360,000 compounds, 0.055% hits;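 active = mean normalized replicate activation at least 10% and every replicate at or above 10%; inconclusive = only one of the two criteria met; inactive = mean below 10% and not all replicates reach 10%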;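 also: 0% = median of on-plate neutral control wells and 100% = ellipticine 6 µM median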
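material = 68-5-11 XiGFP fibroblast line | medium = DMEM plus 5-aza-dC sensitizer | schedule = 3 days compound exposure | benchmarks = positive control ellipticine, 6 µM final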
RAD52 anneal inh – RAD52 DNA annealing inhibitors, primary screen, biochemical, FRET, single point, set 2; AID 651710, 2012; 360,000 compounds, 0.46% hits; DNA repair protein RAD52 homolog (Homo sapiens), P43351; recombinant RAD52 DNA annealing, FRET fluorescence; inhibition, % at 18.7 µM;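 active = every replicate showing at least 50% inhibition; inconclusive = mean inhibition at least 50% but not in every replicate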
FN deposit inh – inhibitors of fibronectin matrix deposition, primary screen, AH1F cells, Alexa488-fibronectin fluorescence, plate reader; inhibition, % at 12.6 µM; 350,000 compounds, 0.086% hits; AH1F fibroblasts, overnight;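 active = mean inhibition across replicates of 30% or more, regardless of how many single replicates reach that level; inconclusive = mean under 30% yet at least half of replicates reach 30%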;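 also: positive control wells lacked labelled fibronectin entirely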
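Schedule: 1 h cell adhesion before compound, then overnight fibronectin incubation; test system: AH1F fibroblast monolayer depositing Alexa488-labelled fibronectin into matrix; quantity: 10000 AH1F cells per well; probe or stimulus: fluorescent fibronectin at 24 nM final; signal: fluorescence, ex 485 nm, em 525 nm; evaluation: percent inhibition as loss of matrix-bound fibronectin fluorescence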
EWS-Fli inh – EWS/Fli-driven NR0B1 reporter inhibitors, primary screen, A673 cells, NR0B1 luciferase, luminescence, MLPCN library; 350,000 compounds, 0.67% hits; viability-normalised; inhibition, % at 12.6 µM;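 active = mean inhibition of at least 50% after viability correction, with every replicate also passing that limit; inconclusive = mean reaches 50% but only one of two replicates passes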;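 also: firefly luciferase signal divided by Alamar Blue viability fluorescence both relative to DMSO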
S100A4 MyoIIA – inhibitors of S100A4-myosin IIA peptide binding, primary screen, biochemical, fluorescence polarization, TAMRA-MyoIIA peptide; inhibition, % at 10.7 µM; 360,000 compounds, 0.14% hits; AID 652163, 2013;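 active = mean inhibition of at least 70% across replicates, with every replicate also reaching that level; inconclusive = mean inhibition reaches 70% but some replicates fall short; inactive = mean inhibition below 70%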
Target sequence (P26447 whole entry, looked up): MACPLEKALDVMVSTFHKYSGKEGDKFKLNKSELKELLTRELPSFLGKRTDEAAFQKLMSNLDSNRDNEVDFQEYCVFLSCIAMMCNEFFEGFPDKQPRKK
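incubation = readout 5 min after mixing, signal stable up to 60 min | system = S100A4 monomer protein | buffer or medium = HEPES pH 7.2 with CaCl2, KCl, NaCl, DTT, Triton | benchmarks = neutral control DMSO, positive control TFP | also added = fluorescent myosin IIA peptide, 5 nM | compound dosing = one concentration per compound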
RAD54 inh – inhibitors of human RAD54 branch migration, primary screen, biochemical, fluorescence, single point. DNA repair and recombination protein RAD54-like (Homo sapiens), Q92698. RAD54 Holliday junction branch migration, FAM/BHQ fluorescence. inhibition, % at 10.4 µM. 360,000 compounds, 0.14% hits;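 active = mean normalized replicate activity at least 40 and at least half of replicates scoring 40 or more; inconclusive = only one of the two criteria met; inactive = mean below 40 and under half of replicates reaching 40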;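 also: 0% = median of neutral control wells and 100% = median of positive control wells; inhibitors cause a drop in the FAM fluorescence signal; in these data hits start at about 50%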
The depositor's hits bear a star; ? = inconclusive; nt = no result given.

SMILES	E-sel inducer	esBAF inh	Xi reactivation	RAD52 anneal inh	FN deposit inh	EWS-Fli inh	S100A4 MyoIIA	RAD54 inh
O=C(C[C@H]1C[C@@H]2c3cc(NS(=O)(=O)c4ccc(F)cc4)ccc3O[C@@H]2[C@H](CO)O1)NCCN1CCCCC1	0.1	0	0.0	-2	1	0	-42	-11
Cc1c(C(=O)c2ccc(Br)cc2)c(=O)n(C)c(=O)n1C	1.2	nt	0.1	-2	-5	-1	-4	nt
COc1ccc(S(=O)(=O)N(C)C[C@@H]2Oc3cc(C#CC4CCCCC4)ccc3S(=O)(=O)N([C@@H](C)CO)C[C@H]2C)cc1	0.6	nt	0.0	8	nt	23	-2	2
CN(C(=O)/C=C/c1ccccc1)C1CCS(=O)(=O)C1 (stereo not given)	nt	nt	0.0	-6	7	-11	-3	-3
CN1CCN(c2nc3ccccn3c(=O)c2C=C(C#N)C#N)CC1	-0.1	1	0.2	-33	-10	2	-1	12
CCOC(=O)c1cc(C)sc1/N=C/C1C(=O)CC(C)(C)CC1=O	-1.1	nt	0.0	-23	0	12	-3	-7
O=C(NCc1ccccn1)c1c(-c2ccccc2)sc2ccccc12	-0.3	-2	0.1	-55	-8	8	7	2
Cc1noc(C)c1NC(=O)N(C)C[C@@H]1OCCCC[C@H](C)Oc2ccc(NC(=O)C3CCCCC3)cc2C(=O)N([C@H](C)CO)C[C@@H]1C	0.0	-1	0.1	4	nt	-4	4	1
Cc1ccc(N(CC(=O)NC(C)(C)C)C(=O)CNC(=O)c2cccs2)cc1C	nt	nt	0.1	-4	-4	8	-3	nt
O=C(c1ccccc1F)N(Cc1cccs1)C1CCS(=O)(=O)C1 (stereo not given)	0.2	3	0.3	-20	-1	1	-13	0
C[C@@H]1CN([C@H](C)CO)C(=O)Cc2cc(NC(=O)Cc3cn(C)c4ccccc34)ccc2O[C@@H]1CN(C)Cc1ccncc1	nt	2	-0.5	-22	nt	-3	1	0
COc1ccccc1C1C(C#N)=C(N)N(N(C)C)C2=C1C(=O)CC(C)(C)C2 (stereo not given)	-0.1	-1	0.1	-23	0	-5	3	-4
O=C(N/C(=C/c1ccc(Cl)cc1)C(=O)N1CCOCC1)c1ccccc1	1.8	1	0.1	3	-1	1	-7	-8
CCOC(=O)c1sc(NC(=O)C(CC)OC(=O)c2ccco2)nc1C (stereo not given)	nt	-5	0.0	-17	6	-15	-5	8
CN(C)/N=C/c1ccc(/C=N/NC(N)=S)o1	-0.1	nt	0.0	-15	-1	9	-1	nt
CS(=O)(=O)N1[C@@H]2c3ccc(C4=CCCC4)c(=O)n3C[C@@H]2[C@@H](CO)[C@@H]1C(=O)NCCc1ccncc1	-0.2	5	0.4	-27	nt	-4	12	2
O=C(c1cccs1)N1CCCC(c2nc3c(nnn3Cc3cccc(Cl)c3)c(=O)[nH]2)C1 (stereo not given)	nt	3	0.4	-6	2	6	-2	-10
N#CCC(=O)Nc1ccc(C(=O)OCC(=O)NC2CCCCCC2)cc1	0.7	2	0.0	-27	10	0	-4	-11
C#CCNc1c2c(nc3ncnn13)CC(C)CC2 (stereo not given)	1.6	nt	0.5	1	9	9	-13	0
CCCC#Cc1ccc([C@@H]2[C@H](CO)N3C(=O)CN(C(=O)c4ccc(F)cc4)C[C@@H]23)cc1	1.0	nt	0.2	-7	nt	7	6	nt

Molecules above that have an aryl methoxy group:
SMILES	E-sel inducer	esBAF inh	Xi reactivation	RAD52 anneal inh	FN deposit inh	EWS-Fli inh	S100A4 MyoIIA	RAD54 inh
COc1ccc(S(=O)(=O)N(C)C[C@@H]2Oc3cc(C#CC4CCCCC4)ccc3S(=O)(=O)N([C@@H](C)CO)C[C@H]2C)cc1	0.6	nt	0.0	8	nt	23	-2	2
COc1ccccc1C1C(C#N)=C(N)N(N(C)C)C2=C1C(=O)CC(C)(C)C2 (stereo not given)	-0.1	-1	0.1	-23	0	-5	3	-4

Further entries follow:
SMILES	E-sel inducer	esBAF inh	Xi reactivation	RAD52 anneal inh	FN deposit inh	EWS-Fli inh	S100A4 MyoIIA	RAD54 inh
O=C(c1ccc(F)cc1)N1CCC2(CC1)NCCc1[nH]cnc12	nt	nt	0.1	-8	-4	nt	-4	nt
CCN(C(=O)CN1C(=O)NC2(CCC(C)CC2)C1=O)C1CCCCC1 (stereo not given)	0.0	2	0.0	4	-13	-5	3	-2
Cc1c(C(=O)NCCS(=O)(=O)N2CCN(c3ccccc3F)CC2)cccc1[N+](=O)[O-]	nt	-2	0.0	-12	13	nt	-4	-3
C[C@H]1CCC/C=C/[C@@H]2C[C@H](O)C[C@H]2[C@H](O)[C@H](S(=O)c2ccc(O)cc2)CC(=O)O1 (stereo not given in full)	1.4	nt	0.0	-2	-13	66*	-8	nt
O=C(COc1cc(Cl)ccc1Cl)N1CCNC1=O	-0.3	-1	0.0	-10	-5	-4	-18	-7
CCOc1ccc2[nH]c3c(NCCN(C)C)ncnc3c2c1	1.4	-4	0.3	65*	11	2	12	?
O=C(NC(=S)NC1C2CC3CC(C2)CC1C3)c1ccccc1 (stereo not given)	nt	0	0.3	-13	-11	nt	-2	-3
COc1ccc(NC(=O)C(CC(C)C)NC(=O)C2CCC(C)CC2)c(OC)c1 (stereo not given)	-0.5	3	-0.1	-12	-1	-8	1	3
O=C(N[C@@H](Cc1c[nH]c2ccccc12)C(=O)O)C1CCN(S(=O)(=O)c2ccc(Cl)cc2)CC1	0.7	-11	0.2	-12	-3	13	-1	-4
O=C(Nc1ccc(N2CCOCC2)cc1N1CCOCC1)c1cccc([N+](=O)[O-])c1	-0.3	-3	0.4	-15	nt	nt	2	8
CCN(CC)S(=O)(=O)c1ccc(N2CCOCC2)c(NC(=O)c2cccc3ccccc23)c1	-1.6	nt	0.1	0	5	7	-2	4
CCOC(=O)c1ccc(NC(=O)COc2coc(CN3CCc4ccccc43)cc2=O)cc1	0.1	7	1.0	-9	9	2	-1	5
CCN1C(=S)N[C@@H](CCc2ccccc2)[C@H](C(=O)OC)[C@H]1C	0.0	-4	0.1	-8	-4	-4	-1	-5
CCC(=O)N1[C@H](CNC(=O)COC)[C@H](c2ccc(-c3ccccc3)cc2)[C@@H]1CO	0.0	3	0.6	-17	-11	6	3	5
CCN1CCN(CCCNC(=O)c2cc3c(s2)-c2ccccc2OC3)CC1	nt	9	0.1	3	-4	nt	12	17
C[C@@H]1CN([C@H](C)CO)C(=O)c2cc(-c3cccc(F)c3)cnc2O[C@H]1CN(C)Cc1ccccn1	-0.1	-1	-0.6	-3	nt	3	-2	3
CC1(C(=O)NS(=O)(=O)c2cccc(OC(F)F)c2)CCN1C(=O)Cc1ccsc1 (stereo not given)	0.0	-1	0.1	-4	-2	-16	-1	-1
COc1ccc(CCC(=O)NCCc2ccc(OC)c(OC)c2)cc1	nt	-2	0.0	-10	3	4	-6	2
CCOC(=O)Cn1nc(C)c(NC(=O)COc2ccc([N+](=O)[O-])c(C)c2)c1C	-3.7	nt	0.1	-4	-6	6	-2	nt
Cc1ccccc1C(=O)N1CCC(C(=O)NCc2ccc(Cl)cc2)CC1	-0.1	2	0.2	-20	nt	nt	-1	-4
CC1(C)C(=O)Nc2ccccc2N1C(=O)COc1cc(Cl)ccc1Cl	nt	7	-0.1	-23	-7	12	4	-11
CO[C@@H]1CN(C)C(=O)c2cc(NC(=O)C3CCC3)ccc2OC[C@H](C)N(CC2CCCCC2)C[C@@H]1C	-0.2	-2	0.3	5	-2	-4	0	13
COc1cccc(C2=NOC(C(=O)Nc3cc(C)on3)C2)c1OC (stereo not given)	4.8	0	-0.2	-25	2	3	-6	-4
Cc1ccc(N2CC(C(=O)Nc3ccc(S(=O)(=O)NCC4CCCO4)cc3)CC2=O)cc1 (stereo not given)	-1.2	nt	0.2	-28	-1	nt	?	2
Cc1cccc(-n2nc3c(c2NC(=O)c2cc4ccccc4o2)CS(=O)(=O)C3)c1	-0.2	-7	-0.1	5	-18	nt	3	2
C[C@@H]1CN([C@H](C)CO)C(=O)c2cc(C#CC(C)(C)O)cnc2O[C@H]1CN(C)C(=O)C1CC1	0.1	-2	-1.0	-4	-2	-9	9	-3
Cc1ccc(NC(=O)c2ccc(OC(=O)COc3ccc(Cl)c(C)c3)cc2)cc1	nt	19	0.3	nt	-3	nt	nt	13
CCC(=O)N[C@@H]1CC[C@H](CC(=O)NCCN2CCCCC2)O[C@H]1CO	-0.2	-3	-0.3	6	-2	3	6	-4
COc1ccc2cc(C#N)c(N3CCN(Cc4nnnn4CCC(C)C)CC3)nc2c1	nt	-12	nt	-8	4	nt	0	2
COc1ccc(C(=O)NCc2nnc(SCC(=O)NC3CCCCC3)n2C)cc1	nt	-1	nt	-5	6	-11	8	-11
Cc1ccc(S(=O)(=O)Nc2ccccc2N=Cc2ccc([N+](=O)[O-])cc2[N+](=O)[O-])cc1	0.2	nt	0.4	-6	5	-3	1	nt
COc1cccc(C#Cc2cnc3c(c2)C(=O)N([C@H](C)CO)C[C@@H](C)[C@H](CN(C)C(=O)C2CC2)O3)c1	-0.1	6	0.3	-1	nt	7	14	-7
CC(=O)N/C(=N/c1nc(C)cc(C)n1)Nc1cc(C)cc(C)c1	nt	-7	0.0	-5	1	16	3	-5
O=C(c1cccnc1)N1CC2(C1)[C@H](c1ccccc1)[C@@H](CO)N2Cc1ccc(Cl)cc1	-0.1	nt	0.1	-21	1	-1	2	nt
Cc1nc([N+](=O)[O-])cn1CC(=O)Nc1ccc([N+](=O)[O-])cc1	nt	-3	0.2	-15	0	8	-16	3
CCC(=O)N(C)C[C@@H]1Oc2cc(C3=CCCC3)ccc2S(=O)(=O)N([C@H](C)CO)C[C@H]1C	0.1	-1	-0.7	10	nt	11	68	-5
COc1cccc(CNC(=O)c2ccc(CS(=O)Cc3ccc(C)cc3)o2)c1 (stereo not given)	nt	2	0.0	3	-12	5	-7	2
C[C@H]1CN([C@@H](C)CO)S(=O)(=O)c2ccc(C3=CCCC3)cc2O[C@@H]1CN(C)C(=O)CN(C)C	0.1	-2	-1.0	-6	nt	2	-8	-1
COc1ccc(NC(=O)CCCn2c(=O)c3sccc3n(Cc3ccc(C)cc3C)c2=O)cc1	nt	-9	0.3	nt	9	nt	nt	-2
CCN(C(=O)CSc1nnc(-c2cccs2)o1)C1CCS(=O)(=O)C1 (stereo not given)	0.3	-5	0.1	9	2	-2	-11	2
CCCC(C)C(=O)Nc1nc(C)c(-c2csc(Nc3cc(Cl)ccc3C)n2)s1 (stereo not given)	0.0	-22	0.2	-9	-3	2	5	-2
